TRPC6 activator = mouse TRPC6 channel activation; Q61143; HEK293-TRPC6 membrane potential dye fluorescence; active compounds read high; B-score at 10 µM; 0.13% of 310,000 active;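 active = B-score of the integrated fluorescence ratio above library mean plus 3 SD, and starting fluorescence ratio within library mean plus 5 SD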;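 note: higher score means more depolarization so channel activation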
SKKanGAS inh = SKKanGAS growth inhibition; S. pyogenes SKKanGAS, kanamycin growth, BacTiter-Glo, 6 h; inhibition, % at 7.5 µM; 1.3% of 300,000 active;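 active = mean replicate score, as percent of positive control median, at least 50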;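 note: strain carries kanamycin resistance gene driven by streptokinase promoter and grows in 40 µg/ml kanamycin; loss of luminescence reflects streptokinase promoter inhibition or plain growth inhibition; 0% = median of DMSO wells and 100% = positive control at its reference dose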
HIF activator = HIF pathway transcriptional activation | activation, % at 7.5 µM (by protocol) | U2OS HRE-luciferase reporter, luminescence; normalized: DMSO 0%, desferrioxamine 100% | 0.32% of 300,000 active;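 active = mean activation of at least 10% of the iron chelator positive control signal, with at least half of replicates also reaching 10%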
TRPC6 inhibitor = blocks the mouse TRPC6 cation channel | Q61143 | HEK293-TRPC6, membrane potential dye, ACh-evoked depolarization; active compounds read low | B-score at 10 µM | 1.1% of 310,000 active | AID 2553;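 active = B-score under library mean minus 3 SD, initial fluorescence not abnormally high, positive integrated signal ratio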;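 note: B-score derived from integrated fluorescence ratio over the kinetic read; more negative B-score means stronger inhibition of depolarization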
Platelet DG rel = platelet dense granule release activity | human platelet-rich plasma, SFLLRN dense granule ATP release, luminescence | inhibition, %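 (compounds screened at 7.5 µM in platelet-rich plasma)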 | 0.22% of 300,000 active;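 active = mean replicate score, as percent of positive control, at or above 50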
MrgX1 antag = antagonists of human MrgX1 receptor | Q96LB2 | MRGX1-HEK293 calcium flux, Fluo-4, BAM8-22 antagonism; active compounds read low | B-score at 10 µM | 1.3% of 310,000 active | AID 588676;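 active = calcium-response B-score plate-corrected more than 3 library SD below zero, starting fluorescence within 5 deviations, no agonist response on first addition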;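 note: peak minus trough fluorescence over baseline after final BAM8-22 challenge near maximal dose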
Target sequence (Q96LB2 whole entry, looked up): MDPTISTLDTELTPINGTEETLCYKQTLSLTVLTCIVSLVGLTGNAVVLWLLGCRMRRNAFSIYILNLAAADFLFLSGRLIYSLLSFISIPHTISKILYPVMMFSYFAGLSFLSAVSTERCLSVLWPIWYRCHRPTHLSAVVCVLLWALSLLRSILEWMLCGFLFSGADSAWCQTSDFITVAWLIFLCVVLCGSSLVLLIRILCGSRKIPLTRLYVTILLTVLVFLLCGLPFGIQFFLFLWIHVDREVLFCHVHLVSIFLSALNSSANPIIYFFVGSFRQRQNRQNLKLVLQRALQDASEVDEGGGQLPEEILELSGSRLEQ
RGS4 act = RGS4 potentiation or activation | B-score at 10 µM | 0.92% of 310,000 active | AID 463111 | HEK293 M3R/inducible RGS4, carbachol calcium flux Fluo4; active compounds read low;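 active = B-score of the integrated calcium signal more than 4 SD below the library mean, with starting fluorescence not abnormally high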;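 note: negative B-score means reduced calcium response which marks RGS4 activation or potentiation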
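Detection: kinetic calcium fluorescence imaging with Fluo4-AM dye, 2 µM / Material: HEK293 cells with stable M3R and inducible RGS4 / Schedule: recording 10 s baseline at 1 Hz, 100 s post-agonist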
MrgX1 agonist = activates human MrgX1 receptor signaling; B-score at 10 µM; Q96LB2; MrgX1-HEK293 cells, Fluo-4 calcium fluorescence, agonist mode; active compounds read high; 0.44% of 310,000 active;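 active = calcium response B-score plate-corrected fluorescence ratio at least 3 library SD, with starting fluorescence B-score inside 5 SD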
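Test system: Stable human MrgX1 HEK293 cell line | Schedule: Overnight plating before 1 h dye loading | Read-out basis: Baseline-normalised fluorescence change ratio, B-scored | Detection: Kinetic calcium dye fluorescence, Fluo-4 NW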
TRPC4 block = TRPC4 (mouse) channel inhibition; Q9QUQ5; HEK293 TRPC4beta/mu-opioid, DAMGO-evoked Fluo4 calcium flux; active compounds read low; B-score at 10 µM; 0.39% of 300,000 active; AID 2247;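 active = B-score over 3 SD under the library average, no early fluorescence shift, positive overall ratio signal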
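Assay system – HEK293 line stably carrying TRPC4beta and mu-opioid receptor · Doses – single dose · Detection – Fluo4 calcium-dye fluorescence, kinetic read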
MrgX1 allo act = allosterically activates human MrgX1 receptor signaling; 0.63% of 310,000 active; B-score at 10 µM; MrgX1-HEK293, Fluo-4 calcium flux, FDSS; active compounds read high;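 active = plate-corrected calcium response at least 3 library SD above typical, normal starting fluorescence, not activating the receptor alone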;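 note: compound read alongside a low EC10 to EC30 dose of BAM8-22 agonist; peak minus trough fluorescence over baseline measured at the second addition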
RGS4 inh = inhibitors of human RGS4 | B-score at 10 µM | P49798 | 0.45% of 310,000 active | HEK293 M3R/RGS4 inducible, Fluo-4 calcium flux; active compounds read high; triggered by carbachol at its EC20;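 active = B-score, a plate-corrected calcium signal, over three deviations above library mean, with baseline fluorescence within five deviations of library mean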;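 note: RGS4 expression induced by doxycycline in cells with stable M3 receptor; B-score is computed from the integrated fluorescence ratio over baseline after carbachol; higher B-score means a larger calcium signal and so more RGS4 inhibition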
Target sequence (P49798 whole entry, looked up): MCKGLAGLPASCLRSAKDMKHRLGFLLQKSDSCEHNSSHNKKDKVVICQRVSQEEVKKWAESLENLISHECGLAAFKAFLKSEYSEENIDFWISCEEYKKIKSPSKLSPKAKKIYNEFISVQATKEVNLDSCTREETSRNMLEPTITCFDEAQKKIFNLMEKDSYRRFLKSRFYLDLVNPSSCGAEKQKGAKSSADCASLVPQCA
* = called active by the depositor; i = inactive; x = not tested or not shown.

SMILES	TRPC6 activator	SKKanGAS inh	HIF activator	TRPC6 inhibitor	Platelet DG rel	MrgX1 antag	RGS4 act	MrgX1 agonist	TRPC4 block	MrgX1 allo act	RGS4 inh
CCOC(=O)C1(Cc2cccc(OC)c2)CCCN(Cc2ccc(NC(C)=O)cc2)C1 (centres undefined)	i	6	-0.1	i	3	i	i	i	i	i	i
Cc1ccc2cc(CN(CCN3CCOCC3)C(=O)NCc3ccccc3)c(=O)[nH]c2c1C	i	-1	-0.2	i	-10	x	i	x	i	x	i
O=C(CCNC(=O)c1ccco1)Nc1ccccc1OC(F)F	i	0	-0.5	i	0	i	i	i	i	i	i
Cc1cc(C)c(OCC(=O)Nc2ccccc2N2CCCCC2)c(C)c1	i	80*	-5.8	i	-6	i	i	i	i	i	i
O=S(=O)(c1cccs1)N1CN(CC2CCCO2)c2nc3ccccc3nc21 (centres undefined)	i	-5	0.0	i	-11	i	i	i	i	i	i
O=C1CCC(C(=O)N2CCCC(Nc3ccc(F)cc3)C2)=NN1 (centres undefined)	i	42	-0.4	i	11	i	i	i	i	i	i
Cc1cccc2nc(CSc3nc4ccc([N+](=O)[O-])cc4[nH]3)c(Br)n12	i	5	0.0	i	13	i	i	i	i	i	i
COc1ccc(CCC(=O)Nc2cc(Cl)ccc2N2CCN(C)CC2)cc1	i	-3	-0.4	i	-2	i	i	i	i	i	i
c1ccc(CCc2ccncc2)cc1	i	-4	0.1	i	0	i	i	i	i	i	i
CNC(=O)c1c2c(nc3ccc(Br)cc13)CCCC2	i	-25	-0.3	i	10	i	i	i	i	i	i
CCn1c(CCCOc2ccc(Cl)cc2Cl)nnc1SCC(=O)Nc1cc(F)ccc1C	i	5	0.2	i	9	i	i	i	i	i	i
CC(C)(CNC(=O)c1ccc(Cl)c(S(=O)(=O)N2CCc3ccccc3C2)c1)N1CCOCC1	i	2	0.0	i	8	i	i	i	i	i	i
COc1cc(Br)ccc1C1CC(=O)C(C)C(c2ccc(Br)cc2OC)N1 (centres undefined)	i	32	-1.6	i	1	i	i	i	i	i	i
O=C(O)c1nc2ccccc2nc1C(=O)O	i	-7	2.3	i	0	i	i	i	i	i	i
COc1cccc(NC2=NCC(=O)N2Cc2cccs2)c1	i	-9	-0.2	i	5	i	i	i	i	i	i
Clc1ccc(CSc2nnc(-c3ccncc3)o2)cc1	i	9	3.0	i	3	i	i	i	i	i	i
Cc1cc2cc(CNC(=O)CCC(=O)O)ccc2n1C	i	5	-0.1	i	4	i	i	i	i	i	i
CCOc1ccc(CN2CCN(c3ncnc4scc(-c5ccccc5)c34)CC2)cc1	i	6	0.3	i	3	i	i	i	i	i	i
COc1ccc(-n2ncc3c(=O)n(CC(=O)OCc4ccccc4)cnc32)cc1	i	1	0.2	i	-9	i	i	i	i	i	i
FC(F)(F)c1cnc(N2CCN(C(=S)NCc3ccccc3)CC2)c(Cl)c1	i	32	45*	i	0	i	i	i	i	i	i
CCOC(=O)C1CCN(c2ncnc3c2oc2ccc(Cl)cc23)CC1	i	1	0.3	i	8	i	i	i	i	i	i
CCCCN1C=C(C(=O)OC)C(c2ccccc2Cl)C(C(=O)OC)=C1	i	12	-0.1	i	20	i	i	i	i	i	i
C=CCc1c(C)nc2ccc(C(=O)OCC)cc2c1Cl	i	4	0.5	i	2	i	i	i	i	i	i
CCC(N=c1cc(-c2ccc(OC)cc2)oc2ccc(C)cc12)C(=O)O (centres undefined)	i	7	1.2	i	-5	i	i	i	i	i	i
Cc1cnc(NC(=O)[C@H](C)N2C(=O)C3CCCCC3C2=O)s1 (some centres undefined)	i	3	0.1	i	-4	i	i	i	i	i	i

Taken from above for reference:
SMILES	TRPC6 activator	SKKanGAS inh	HIF activator	TRPC6 inhibitor	Platelet DG rel	MrgX1 antag	RGS4 act	MrgX1 agonist	TRPC4 block	MrgX1 allo act	RGS4 inh
O=C(O)c1nc2ccccc2nc1C(=O)O	i	-7	2.3	i	0	i	i	i	i	i	i
COc1cccc(NC2=NCC(=O)N2Cc2cccs2)c1	i	-9	-0.2	i	5	i	i	i	i	i	i
Clc1ccc(CSc2nnc(-c3ccncc3)o2)cc1	i	9	3.0	i	3	i	i	i	i	i	i

Continuation.
SMILES	TRPC6 activator	SKKanGAS inh	HIF activator	TRPC6 inhibitor	Platelet DG rel	MrgX1 antag	RGS4 act	MrgX1 agonist	TRPC4 block	MrgX1 allo act	RGS4 inh
COc1cccc(-c2nnc(SCC(=O)NCc3ccc4c(c3)OCO4)n2Cc2ccco2)c1	i	6	-0.1	i	-5	i	i	i	i	i	i
Cc1c(C(=O)O)oc2ccc(S(=O)(=O)NCc3ccccc3)cc12	i	-6	0.6	i	7	i	i	i	i	i	i
CC(C)Cc1ccc(C2=CSC3=NCCN23)cc1	i	1	-0.3	-5.8*	-2	i	i	i	i	i	i
Cc1ccc(S(=O)(=O)N2CCCC(C(=O)NNCC(=O)Nc3cc(F)ccc3F)C2)cc1 (centres undefined)	i	-11	-0.7	i	2	i	i	i	i	i	i
CCOc1ccc(/C=N/NC(=S)NC2CC3CC2C2C=CCC32)cc1 (centres undefined)	i	64*	-0.3	i	3	i	i	i	i	i	i
CC(C)(C)NC(=O)Cn1c(SCC(=O)Nc2nccs2)nc2ccccc21	i	10	-0.2	i	-2	i	i	i	i	i	i
CCc1nn2cc(C(=O)c3cc(C)ccc3O)cnc2c1-c1ccc(F)cc1	i	4	x	i	-15	i	i	i	i	i	i
COc1ccc(NC(=O)c2cc(S(=O)(=O)N3CCCCC3)c[nH]2)c(OC)c1	i	-5	-0.2	i	-22	i	i	i	i	i	i
O=C(O)C1CC=CCC1C(=O)Nc1ccccc1C(=O)N1CCN(c2ccc(F)cc2)CC1 (centres undefined)	i	7	-0.9	i	-10	i	i	i	i	i	i
CC1(C)CC(=O)c2c(O)cc(O)cc2O1	i	-4	-0.2	i	-3	i	i	i	i	i	i
O=C(NCCN1CCCCCC1)c1ccc(N2CCCC2=O)cc1	i	-3	-0.5	i	3	i	i	i	i	i	i
CCCc1nc2ccccc2c(=O)n1CC(=O)c1ccc(F)cc1	i	-2	0.2	i	10	i	i	i	i	i	i
CN1CCS/C1=C/C=C1/SC(=S)N(Cc2ccccc2)C1=O	19*	-4	0.3	i	3	i	i	i	i	i	i
Nn1c(COc2cccc(Cl)c2)nc2ccccc2c1=O	i	3	2.5	i	-2	i	i	i	i	i	i
Cc1ccc(S(=O)(=O)n2cnc3ccccc32)c(C)c1	i	-3	0.4	i	0	i	i	i	i	i	i
COc1ccc(C2C(C#N)=C(N)Oc3c2c(C)nn3-c2ccccc2)cc1Cn1nc(C)c([N+](=O)[O-])c1C (centres undefined)	i	-3	-0.1	i	46	i	i	i	i	i	i
COc1ccc(S(=O)(=O)N2CCOCC2)cc1NC(=O)Cc1coc2cc(C)c(C)cc12	i	1	-0.2	i	8	i	i	i	i	i	i
COCCn1nnnc1C(c1ccc(OC)cc1)N1CCN(C(=O)c2ccco2)CC1 (centres undefined)	i	0	-0.4	i	-1	i	i	i	i	i	i
Cc1c(/C=C/C(=O)c2ccc(Cl)s2)cnn1C	i	2	5.6	i	7	i	i	i	i	i	i
Cc1nn(C(C)(C)C)c(NC(=O)c2ccc(Cl)cc2)c1Br	i	-5	0.0	i	-28	i	i	i	i	i	i
Cc1ccc(NC(=O)c2cccs2)cc1NC(=O)c1cccnc1	i	-8	-0.2	i	2	i	i	i	i	i	i
CN1C(=S)SC(N(O)C(=O)Nc2ccc(Cl)c(Cl)c2)C1(C)C (centres undefined)	i	-5	-0.2	i	6	i	i	i	i	i	i
Cc1ccc(-n2c(C)cc(C(=O)COC(=O)c3ccc[nH]c3=O)c2C)cc1C	i	9	-1.1	i	6	i	i	i	i	i	i
COc1ccccc1NC(=O)COc1ccccc1	i	5	0.7	i	-1	i	i	i	i	i	i
O=C(CN1CCC(N2CCCCC2)CC1)N1CCOCC1	i	3	0.0	i	4	i	i	i	x	i	i

Carrying on:
SMILES	TRPC6 activator	SKKanGAS inh	HIF activator	TRPC6 inhibitor	Platelet DG rel	MrgX1 antag	RGS4 act	MrgX1 agonist	TRPC4 block	MrgX1 allo act	RGS4 inh
CCOC(=O)c1c(NC(=O)c2ccccc2)sc2c1CCc1ccccc1-2	i	12	-0.2	i	4	i	i	i	i	i	i
CCCC1Nc2ccc(C(=O)O)cc2C2C=CCC12 (centres undefined)	i	-4	-0.2	i	0	i	i	i	i	i	i
COc1ccc(CCNC(=O)c2cc(C(=O)c3cc(Cl)ccc3O)cn(CCc3ccc(OC)cc3)c2=O)cc1	i	19	-0.9	i	31	i	i	i	i	i	i
CN(C)S(=O)(=O)c1cccc(NC(=O)c2n[nH]c(=O)c3ccccc23)c1	i	-5	-0.6	i	7	i	i	i	i	i	i
COC(=O)CSc1nnc(-c2ccccn2)n1N	i	7	0.1	i	-9	i	i	i	i	i	i
COc1ccc(Cl)c(NC(=O)Cn2nnc(-c3ccccc3N)n2)c1	i	-3	x	i	-20	i	i	i	i	i	i
CCCNC(=O)c1cc(-c2ccccc2)c(N2CCCCC2)s1	i	5	-0.4	i	-7	i	i	i	i	i	i
CCOC(=O)c1csc(NC(=O)C2CCCCC2)n1	i	0	1.7	i	-6	i	i	i	i	i	i
CCC(CC)C(=O)Nc1cc(=O)n(C)c(=O)n1C	i	-5	0.2	i	-5	i	i	i	i	i	i
C#CC(C)(C)NC(=O)CSc1nc2c(c(=O)n(C)c(=O)n2C)n1CCCC	i	-3	-0.3	i	8	i	i	i	i	i	i
Cc1ccc(S(=O)(=O)Cn2nnnc2C(c2ccc(F)cc2)N2CCCCC2)cc1 (centres undefined)	i	2	-0.4	i	5	i	i	i	i	i	i
O=C(COC(=O)c1c2c(nc3ccccc13)CCCC2)c1cccs1	i	7	0.1	i	-1	i	i	i	i	i	i
COc1ccc(C2CC(=O)c3cnc(N4CCc5ccccc54)nc3C2)c(OC)c1 (centres undefined)	i	-7	-0.1	i	-4	i	i	i	i	i	i
Cc1nc(C(=O)N(C)C)nn1-c1ccc([N+](=O)[O-])cc1	i	-5	0.0	i	4	i	i	i	i	i	i
Cc1[nH]nc(SCC(=O)N2CCCCC2)c1[N+](=O)[O-]	i	14	2.5	i	0	i	i	i	i	i	i
CCOC(=O)c1cc2c(n(-c3ccc(Cl)cc3)c1=O)CCCC2=O	i	-9	-1.5	i	-1	i	i	i	i	i	i
Cc1nn(C(C)C(=O)N2CCOCC2)c(=O)c2nn(-c3ccccc3)c(C)c12 (centres undefined)	i	1	0.6	i	8	i	i	i	i	i	i
C/C(=N\Nc1nnc2c3ccccc3n(C)c2n1)c1ccc(C)o1	i	0	0.2	i	7	i	i	i	i	i	i

Compound activity from PubChem BioAssay.
